# Screening data (PubChem)
# PhoP inhibition: inhibitors of PhoP regulon expression, primary screen, Salmonella Typhimurium, GFP reporter (AID 1863). one-dose inhibition, % at 50 µM; IC50 in µM for titrated hits. 0.16% of 300,000 active. S. Typhimurium PhoP-regulated promoter GFP reporter, 4 h; higher % means a stronger effect;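 active = inhibition over 29.93%, a cutoff 3 SD above the screen mean, later confirmed by dose response; inconclusive = inhibition over 29.93% but no dose response follow-up; inactive = inhibition at most 29.93% or unconfirmed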;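 also: 0% = low Mg2+ inducing control and 100% = high Mg2+ repressing control; strong numbers were not always called active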
# b-catenin transl: modulators of beta-catenin nuclear translocation | 0.3% of 190,000 active | nuclear translocation activity, % at 5 µM | AID 1665 | HeLa beta-catenin nuclear translocation, immunofluorescence imaging;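 active = nuclear translocation activity above 50% at 5 µM, with a well cell count of 50 or more; inconclusive = wells under 50 cells across six images, flagged as toxic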;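 also: per-cell ratio of nuclear to cytoplasmic median beta-catenin stain intensity; plate controls were DMSO negative control for no effect and GSK-3 inhibitor IX positive control for full effect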
#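 Test system: human HeLa cells, native beta-catenin. Compound dosing: 5 µM primary single dose, 0.1% DMSO, 0.02–20 µM confirmation series. Incubation: compound exposure 24 h at 37°C. Detection: beta-catenin immunostaining with DAPI counterstain, 20x imaging, 6 fields/well. Read-out basis: Nuclear/cytoplasmic beta-catenin signal ratio, % activation.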
# Large T inhibition: TAg ATPase/helicase activity blockers – biochemical (AID 1903). SV40 large T antigen ATPase/helicase inhibition assay; higher % means a stronger effect. inhibition, % at 20 µM; hits with a dose series show IC50 in µM. 0.39% of 310,000 active; in the data active = a potency from the dose series; inconclusive = inhibition mostly from about 32% at the one dose, without a potency; inactive = the rest, 99 in 100 with inhibition below about 32%; also: strong numbers were not always called active
# T cell HTS: modulates CD8 T cell binding to vesicles; 2C CD8+ T cell-vesicle binding, flow cytometry; active compounds read low; calls only at 7 µM; 0.068% of 330,000 active;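 active = response, share of CD8 T cells binding vesicles, and their 90th percentile fluorescence all below set limits, cut at about 80% in these data, passing the limit was not always enough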
#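 System: murine 2C transgenic CD8+ T lymphocytes; also added: QL9-loaded Drosophila micro-vesicles; times: binding 1.5 h at 37 °C; measured by: flow cytometry, PE anti-B7-1 (FL2) versus Alexa647 anti-CD8 (FL8), PFA-fixed; control set: Peptide-free naked vesicles (low) and QL9 vesicles with 0.7% DMSO vehicle (high)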
# Rac1 GTP hydrolysis: MgcRacGAP GTPase-activating activity inhibitors, confirmation, biochemical, ADP Hunter fluorescence; MgcRacGAP-stimulated Rac1 GTP hydrolysis, ADP Hunter fluorescence; higher % means a stronger effect; GST-tagged Rac1 F28L mutant substrate; 0.6% of 340,000 active; AID 624330; inhibition, % at 30 µM, or IC50 in µM where a hit was titrated;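 active = first-screen hits whose inhibition reached a set limit at any dose in the follow-up dose series; inconclusive = inhibition above the set first-screen limit but never retested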;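 also: fluorescence reports GDP produced by GAP-driven GTP hydrolysis; strong numbers were not always called active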
# Myeloid diff MLP: promotes myeloid progenitor differentiation | calls only at 10 µM | AID 624256 | 1% of 360,000 active | ER-HoxA9 myeloid progenitors, lysozyme-GFP differentiation, flow cytometry;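 active = normalized GFP-positive differentiation at or above the plate's own cutoff, the solvent-only control mean plus 3 SD; inconclusive = no clear call, values can overlap the other calls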;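 also: cells exposed to compound for four days before flow analysis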
# RSV CPE inhibition: inhibition of RSV-induced cytopathic effect – HEp-2 cells, primary 10 µM value included (AID 2391); 0.13% of 310,000 active; CPE inhibition, % at 10 µM, or IC50 in µM where a hit was titrated; HEp-2 cells, RSV-induced CPE inhibition; higher % means a stronger effect; in the data active = a potency from the dose series; inconclusive = CPE inhibition mostly from about 23% at the one dose, without a potency; inactive = the rest, 99 in 100 with CPE inhibition below about 21%; also: strong numbers were not always called active
# WT yeast gro inh: growth inhibition of WT yeast, mitochondrial fusion screen; 2.1% of 190,000 active; mitochondrial fusion phenotypic screen, WT strain; inhibition, % at 10 µM; AID 1362; in the data active = inhibition above about 58%; tested in S. cerevisiae
# West Nile virus CPE: West Nile virus antiviral activity, cell-based, CPE readout (AID 1621). CPE inhibition, % at 10 µM; hits with a dose series show IC50 in µM. West Nile virus-infected cells, CPE inhibition; higher % means a stronger effect. 0.02% of 290,000 active; in the data active = a potency from the dose series; inconclusive = CPE inhibition mostly from about 3.7% at the one dose, without a potency; inactive = the rest, 99 in 100 with CPE inhibition below about 2.2%; also: strong numbers were not always called active
# WT yeast gro inh mutant strain: further read-out of WT yeast gro inh, marked with its call; inhibition, %; mitochondrial fusion phenotypic screen, mutant strain inhibition
# b-catenin transl cell count 5 µM: also measured in b-catenin transl; calls as there; cell count; measured here: cell count, cytotoxicity flag
# T cell HTS vesicle-bound %: second read-out of T cell HTS, no call of its own (marks repeat the call); double positive events, %; measured here: CD8+ vesicle-bound cell fraction;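 binding gate set so that unloaded-vesicle control wells show 10% double positive cells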
# Myeloid diff MLP GFP+ MAC1+ %: also measured in Myeloid diff MLP; calls as there; GFP+ MAC1+ double positive, %; measured here: differentiation confirmed by MAC1 staining
# * marks the source's active call; other numbers are inactive results; i = inactive; ? = inconclusive; nt = no result given. An unsorted share of the library; any-hit rate near 3.6%.
compound,PhoP inhibition,b-catenin transl,b-catenin transl cell count 5 µM,Large T inhibition,T cell HTS,T cell HTS vesicle-bound %,Rac1 GTP hydrolysis,Myeloid diff MLP,Myeloid diff MLP GFP+ MAC1+ %,RSV CPE inhibition,WT yeast gro inh,WT yeast gro inh mutant strain,West Nile virus CPE
CCOc1ccc2nc(NCCCNS(=O)(=O)c3ccccc3)c(C#N)cc2c1,-8%,-3.1,1179,3%,i,31,-1%,i,0.8,?,2,2,-0.1%
CCC(Oc1ccc(C)cc1)C(=O)Nc1ccccc1C(=O)N1CCOCC1 (stereo unspecified),-1%,nt,nt,8%,i,14,10%,i,0.4,2.5%,nt,nt,-0.7%
O=c1c2c3c(sc2nc2n1CCCCC2)C(O)CCC3 (stereo unspecified),9%,-0.7,1087,7%,i,46,-2%,i,0.6,-1.1%,8,10,-0.1%
O=C(Cn1c(C(F)(F)F)nc2ccccc21)Nc1ccccc1N1CCOCC1,0%,nt,nt,6%,i,1,-2%,i,1.5,13%,5,5,0.2%
O=C(CN1CCCCC1)Nc1cc(S(=O)(=O)N2CCOCC2)ccc1N1CCCC1,nt,nt,nt,nt,i,31,10%,i,0.2,-0.3%,nt,nt,nt
O=C1CC(c2ccccc2)CC(O)=C1C=Nc1cccc(Cl)c1 (stereo unspecified),-12%,-2.3,1113,8%,i,58,1%,?,nt,3.4%,31,25,-1.2%
C/C(CC(=O)Nc1ccccn1)=N\NC(=O)c1cnccn1,0%,0.8,1297,1%,i,12,1%,i,0.3,1.0%,nt,nt,0.2%
Cc1ccc2c(CC(=O)N3CCN(S(=O)(=O)c4cccs4)CC3)coc2c1,6%,-0.5,1216,1%,i,40,19%,i,1.4,6.0%,8,-5,-0.5%
Cn1c(NC(=O)C2CC2)cc(=O)n(C)c1=O,6%,-6.5,1118,2%,i,33,-4%,i,2.7,0.6%,8,1,0.0%
CCC(=O)N1c2ccc(S(=O)(=O)N3CCCCC3)cc2CC1C (stereo unspecified),6%,nt,nt,9%,i,12,5%,i,0.8,1.5%,nt,nt,0.3%
COC(=O)c1c(C)[nH]c(C(=O)COC(=O)c2c(C)noc2C)c1C,nt,nt,nt,nt,i,44,5%,i,0.8,6.4%,nt,nt,nt
O=C1CC(N2CCN(c3ccc(Cl)c(Cl)c3)CC2)C(=O)N1 (stereo unspecified),15%,0.4,1046,0%,i,18,5%,i,0.6,7.3%,-17,-2,-0.1%
O=C(Nc1ccccc1)NC1(C(=O)N2CCC(O)CC2)CCCCC1,-5%,nt,nt,5%,i,10,6%,i,0.3,1.6%,nt,nt,-0.3%
CCOCC(=O)Nc1c(C(=O)N2CCN(c3ncccn3)CC2)oc2ccccc12,-11%,nt,nt,15%,i,30,4%,i,2.8,-1.0%,nt,nt,0.4%
CCOC(=O)N1CCC(N(CCOC)C(=S)Nc2cccc(SC)c2)CC1,-5%,-1.5,1052,-3%,i,51,0%,i,0.1,4.4%,23,22,-0.3%
CCN(CC)S(=O)(=O)c1ccc(NC(=O)c2ccc(Cl)nc2)cc1,-8%,-0.7,1314,9%,i,30,1%,i,0.1,14%,nt,nt,0.1%
Cc1cc(C)n(-c2nc(NCCC(C)C)c3c4c(sc3n2)COC(C)(C)C4)n1,2%,-2.9,1152,3%,nt,nt,0%,i,1.1,nt,80*,53*,nt
COC(=O)c1cn(NC(=O)c2cc([N+](=O)[O-])ccc2F)c(=O)c2ccccc12,-3%,2.7,867,10%,i,44,3%,nt,nt,43%,-17,2,0.5%
CCN(CC)CCNC(=O)c1[nH]c2ccc(OCc3ccccc3)cc2c1C,-5%,0.5,970,15%,i,31,5%,i,0.0,-0.2%,15,7,28%
COc1ccc(COC(=O)c2cc([N+](=O)[O-])ccc2N2CCOCC2)cc1F,3%,nt,nt,22%,i,55,3%,i,0.3,7.2%,nt,nt,nt
COc1ccccc1NC(=S)NCCN1CCOCC1,5%,1.0,971,15%,i,45,2%,i,0.6,-0.8%,-22,13,-0.1%
CCCC(=O)NC(=S)Nc1cccc(Cl)c1N1CCCC1,10%,-3.0,997,10%,i,54,8%,i,0.2,22%,1,-16,-1.0%
O=C(O)c1cccc(Cn2c(Cl)c(/C=N/NC(=O)c3ccccc3)sc2=O)c1,7%,-0.5,1370,7%,i,26,4%,i,0.4,1.6%,-9,-5,-0.2%
Cc1n[nH]c(C)c1CNCc1c(C(=O)N2CCCCCCC2)nc2ccc(Cl)cn12,-7%,0.3,1339,15%,i,10,-1%,i,0.1,-0.4%,nt,nt,-1.1%
CCOC(=O)[C@H]1[C@H]2COc3ccc(Br)cc3[C@@H]2N2C(=O)CN(Cc3ccc(OC)cc3)C(=O)[C@@]12C,nt,nt,nt,nt,i,51,7%,i,3.2,-0.6%,nt,nt,nt
CCNC(=O)c1c(O)c2cccc3c2n(c1=O)CC3,2%,1.5,1183,15%,i,43,11%,i,1.0,15%,-2,3,1.3%
O=C(CCCN1CCC(NC(=O)c2ccccc2)CC1)c1ccc(Cl)cc1,5%,nt,nt,1%,i,44,-3%,i,0.8,-0.6%,nt,nt,-0.7%
CCOC(=O)Cc1ccc(NC(=O)c2cccc([N+](=O)[O-])c2)cc1,-5%,0.6,1538,-2%,i,30,6%,i,0.3,2.3%,0,4,-0.9%
COc1cc2c(cc1OC)C(c1cccc(Cl)c1)CC(=O)N2 (stereo unspecified),7%,nt,nt,13%,i,40,0%,i,1.7,8.9%,nt,nt,-0.6%
O=C(C1CCN(S(=O)(=O)c2ccccc2)CC1)N1CCN(c2ccccc2F)CC1,nt,nt,nt,nt,i,42,3%,i,0.8,0.8%,nt,nt,nt
CCOc1ccc(-c2nc(C)c(C(C)=O)n2O)cc1,-2%,0.2,1045,2%,i,20,11%,i,3.0,2.4%,13,7,0.0%
CCN(Cc1ccccc1)S(=O)(=O)c1c(C)n(C)c(=O)n(C)c1=O,3%,nt,nt,9%,i,46,1%,i,0.5,2.5%,nt,nt,nt
CCOC(=O)C1=C(C)Nc2nc(C)nn2C1c1ccc(OCC)c(OC)c1 (stereo unspecified),-5%,0.4,993,-1%,i,62,2%,i,1.4,0.4%,7,1,nt
Cc1ccc(NC(=O)c2ccc(Cl)c(N3C(=O)C=CC3=O)c2)cc1,15%,0.8,1299,16%,i,23,-2%,i,0.8,0.5%,-4,-4,-0.1%
N#Cc1c(-c2ccccc2)nc(SCc2ccc(Cl)cc2)[nH]c1=O,1%,nt,nt,10%,nt,nt,nt,i,0.6,4.3%,nt,nt,0.4%
COCC(=O)N/N=C(\C)CC(=O)NCc1ccco1,0%,-2.7,1071,6%,i,58,0%,i,0.4,0.6%,1,3,0.1%
c1ccc(CN2CCN(Cc3cn4cccnc4n3)CC2)cc1,-9%,-0.8,1104,15%,i,28,5%,i,0.0,1.3%,-10,-28,0.7%
Cc1cc(=O)[nH]c(Nc2ccc(Cl)cc2)n1,-14%,nt,nt,14%,i,23,6%,i,0.0,2.1%,nt,nt,-1.2%
CC1CCCCC1n1c(=S)[nH]c2ccccc2c1=O (stereo unspecified),0%,2.7,1403,-1%,i,35,-3%,i,2.3,nt,76*,55*,2.7%
COc1ccc(NC(=O)CCOc2ccc(C)cc2)cc1S(=O)(=O)N1CCCCC1,nt,nt,nt,nt,i,33,8%,i,0.7,1.2%,nt,nt,nt
CC1CCc2c(sc(NC(=O)Cn3nc(C(=O)O)c4ccccc4c3=O)c2C#N)C1 (stereo unspecified),-14%,0.9,1319,14%,i,35,-9%,i,0.3,4.2%,nt,nt,-0.2%
CCOC(=O)c1cc(C)sc1/N=C/C1C(=O)CCCC1=O,14%,1.5,1069,19%,i,19,8%,i,1.0,1.9%,0,10,-0.5%
COc1ccnc(NCc2ccc(Cl)cc2)c1C#N,-2%,1.2,985,5%,i,25,-5%,i,0.7,1.8%,6,4,-1.1%
O=C(CNc1ccc2ccccc2c1)N/N=C/c1ccc(OC(=O)/C=C/c2ccco2)cc1,8%,-2.0,1075,14%,i,65,6%,i,0.2,?,29,9,0.1%
NS(=O)(=O)c1ccc(CNC(=O)CNC(=O)c2ccc(Br)o2)cc1,-7%,nt,nt,2%,i,51,3%,i,0.6,2.2%,nt,nt,-0.1%
O=C(CCCN1C(=O)/C(=C/c2cccc(Br)c2)SC1=S)N1CCOCC1,2%,nt,nt,14%,i,25,10%,i,3.0,?,nt,nt,?
O=C1CCc2cc(S(=O)(=O)N3CCN(c4cccc(C(F)(F)F)c4)CC3)ccc2N1,2%,-3.7,1416,15%,i,41,3%,i,7.8,-2.3%,7,-5,-0.4%
O=C(O)c1ccc(N/N=C2/CCSc3ccc(F)cc32)cc1,3%,nt,nt,4%,i,37,9%,i,0.9,2.4%,nt,nt,1.4%
CC1CCCC(C)N1/N=C/c1ccc(C#N)cc1 (stereo unspecified),2%,-0.3,1046,16%,i,5,12%,i,0.6,2.1%,-19,13,-0.7%
CC(C)[C@H](NC(=O)N1CC(=O)Nc2ccccc21)C(=O)N1CCC(C(=O)O)CC1,-1%,nt,nt,8%,i,8,5%,i,1.1,2.1%,nt,nt,0.4%
O=S(=O)(c1ccccc1)N1CCC(c2ccccc2)CC1,nt,nt,nt,7%,i,20,-1%,i,2.2,1.8%,nt,nt,nt
Cn1c(-c2ccccc2F)cc2onc(-c3ccccc3)c2c1=O,2%,nt,nt,11%,i,32,9%,i,1.7,17%,nt,nt,nt
